High-throughput results from PubChem.
Casp6 inh: blocks human caspase-6 cleavage activity; P55212; purified caspase-6, Z-VEID-R110 cleavage fluorescence; inhibition, % at 12.5 µM; 350,000 compounds, 0.53% hits;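 active means mean inhibition across replicates at least about 35%, with every replicate also reaching that limit, limit read from the data; inconclusive means only one of the two criteria met; inactive means neither criterion met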;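 further: 0% = median of neutral control wells and 100% = no fluorescence left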
Target sequence (P55212 24-179 limits assumed): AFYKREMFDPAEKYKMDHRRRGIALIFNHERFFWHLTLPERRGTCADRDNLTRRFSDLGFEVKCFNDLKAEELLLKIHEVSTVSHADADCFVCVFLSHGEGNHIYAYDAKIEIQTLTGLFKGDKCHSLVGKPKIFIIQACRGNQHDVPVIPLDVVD
Target sequence (P55212 194-293 limits assumed): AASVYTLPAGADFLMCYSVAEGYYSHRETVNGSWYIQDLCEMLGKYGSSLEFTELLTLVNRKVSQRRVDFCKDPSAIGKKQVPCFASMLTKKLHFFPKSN
F508del corr: CFTR F508del correction in bronchial cells | activity (quench increase), % at 7.58 µM | CFBE cells, YFP halide quenching; stimulated with forskolin plus potentiator P3; % fluorescence drop versus neutral controls | AID 720511 | 350,000 compounds, 0.36% hits;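 active means mean added fluorescence quench of at least 8% versus neutral control, with both replicates also reaching 8%; inconclusive means only one of the mean or replicate conditions met; inactive means mean below 8% and not both replicates reaching 8%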;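 further: cells transiently co-express mutant CFTR-F508del with the halide-sensitive YFP; corrector assay measuring rescue of mutant channel to the surface after 24 h compound exposure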
XiGFP reactiv: X-chromosome reactivation activator; XiGFP mouse fibroblasts, % GFP-positive cells imaging, 3 d; cells co-treated with 5-aza-dC sensitizer; scaled so ellipticine positive control = 100%; activation, % at 7.58 µM; 360,000 compounds, 0.055% hits; AID 743238;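 active means mean normalized replicate activation at least 10% and every replicate at or above 10%; inconclusive means only one of the two criteria met; inactive means mean below 10% and not all replicates reach 10%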;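 further: 0% = median of on-plate neutral control wells and 100% = ellipticine 6 µM median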
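System: XiGFP fibroblasts, SV40-immortalized. Medium: DMEM plus 5-aza-dC sensitizer. Doses: single point. Timing: 3 d treatment, 15 min room-temperature fixation. Control set: ellipticine 6 µM.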
DENV2 CPE: inhibitors of DENV2 cytopathic effect. DENV2-infected cells, cytopathic effect rescue, plate reader. CPE inhibition, % at 9.99 µM. 350,000 compounds, 1.7% hits. AID 651640; in the data active means CPE inhibition above about 20%, passing the limit was not always enough; inconclusive means no clear call, values can overlap the other calls; tested in BHK-21 cells;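 further: 0% = median of neutral control wells and 100% = median of positive control wells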
GSIS activator: GLuc luminescence reporter in INS-1E cells, primary screen for activators of glucose-dependent secretion of insulin; INS-1E GLuc reporter insulin secretion, 2-3 h; activation, % at 16.6 µM; 370,000 compounds, 0.61% hits; AID 743287;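 active means lowest replicate activation of at least 40%, so every replicate reaches that level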;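 further: 0% = median of neutral control wells and 100% = median of IBMX positive control wells; some compounds called inactive have numbers as strong as hits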
RAD52 anneal inh: blocks human RAD52 DNA annealing; recombinant RAD52 DNA annealing, FRET fluorescence; inhibition, % at 18.7 µM; 360,000 compounds, 0.46% hits; AID 651710;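 active means every replicate showing at least 50% inhibition; inconclusive means mean inhibition at least 50% but not in every replicate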
RAD54 branch: inhibitors of human RAD54 branch migration; Q92698; RAD54 Holliday junction branch migration, FAM/BHQ fluorescence; inhibition, % at 10.4 µM; 360,000 compounds, 0.14% hits; AID 602329;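 active means mean normalized replicate activity at least 40 and at least half of replicates scoring 40 or more; inconclusive means only one of the two criteria met; inactive means mean below 40 and under half of replicates reaching 40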;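 further: 0% = median of neutral control wells and 100% = median of positive control wells; inhibitors cause a drop in the FAM fluorescence signal; in these data hits start at about 50%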
Target sequence (Q92698 whole entry, looked up): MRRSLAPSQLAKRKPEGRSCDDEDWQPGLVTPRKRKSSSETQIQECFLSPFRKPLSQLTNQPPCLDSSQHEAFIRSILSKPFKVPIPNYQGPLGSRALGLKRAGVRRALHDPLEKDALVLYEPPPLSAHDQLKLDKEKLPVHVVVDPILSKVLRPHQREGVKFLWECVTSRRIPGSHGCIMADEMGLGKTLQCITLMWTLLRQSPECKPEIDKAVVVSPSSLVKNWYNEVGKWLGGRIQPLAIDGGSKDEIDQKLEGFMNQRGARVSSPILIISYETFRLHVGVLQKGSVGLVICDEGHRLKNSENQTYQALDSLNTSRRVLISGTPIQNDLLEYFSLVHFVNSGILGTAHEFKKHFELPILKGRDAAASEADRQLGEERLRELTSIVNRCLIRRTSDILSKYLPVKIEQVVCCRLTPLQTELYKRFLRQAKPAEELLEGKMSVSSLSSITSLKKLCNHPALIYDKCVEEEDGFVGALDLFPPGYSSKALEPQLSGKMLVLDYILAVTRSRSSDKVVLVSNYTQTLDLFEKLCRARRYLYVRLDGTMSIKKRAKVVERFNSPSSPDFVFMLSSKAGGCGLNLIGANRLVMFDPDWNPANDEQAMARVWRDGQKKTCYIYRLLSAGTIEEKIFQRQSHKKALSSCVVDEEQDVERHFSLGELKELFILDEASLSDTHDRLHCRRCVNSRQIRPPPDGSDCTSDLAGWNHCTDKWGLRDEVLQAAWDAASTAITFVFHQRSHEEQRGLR
E-sel inducer: E-selectin induction on HUVECs. P16581. HUVEC E-selectin immunofluorescence imaging; normalized: neutral wells 0, TNF-alpha wells 100. activation, % at 7.58 µM. 260,000 compounds, 0.37% hits;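 active means mean E-selectin-positive cell signal at least 10% of the positive control, reached in at least 60% of replicates, without over 20% cell loss; inconclusive means no rule given, readout overlaps actives, possibly toxicity-flagged; inactive means the rest, including those meeting only one limit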;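 further: in these data hits start at about 27%; measured in HUVEC primary endothelial cells; signal is the percent of cells scored E-selectin positive by PE staining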
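Read-out basis: % PE-positive cells; Test system: HUVEC primary endothelial cells; Technique: immunofluorescence imaging; Dosing: single-point compound dose.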
Starred values were filed as active, the others as inactive; ? = inconclusive; · = not tested or not shown; & = joins results of further samples.

SMILES	Casp6 inh	F508del corr	XiGFP reactiv	DENV2 CPE	GSIS activator	RAD52 anneal inh	RAD54 branch	E-sel inducer
O=C(c1nc2ccccn2c1CNCCCn1ncc2ccccc21)N1CCOCC1	-3	-0.9	0.0	6	2	-29	·	·
C[C@H](NC(=O)c1ccc(Cl)cc1)C(=O)OCn1nnc2ccccc2c1=O	1	2.1	0.0	-2	·	-11	17	·
CC(=O)CC1(O)C(=O)Nc2ccccc21 (stereo not drawn)	5&5	3.4&0.4	0.0	-5&1	6&23	-5&-12	-2	·
CC(C)(C)NC(=O)C(c1ccccc1F)n1c(=O)c(-c2cc3ccccc3[nH]2)nc2ccccc21 (stereo not drawn)	-2	1.7	0.2	-1	-9	-9	·	2.8
COc1cccc(S(=O)(=O)Nc2ccc3c(c2)C(=O)N(C)[C@@H]2CC[C@@H](CC(=O)NCC4CCCCC4)O[C@H]2CO3)c1	-2	1.4	0.1	-4	-16	-7	7	-0.2
C[C@@H]1CN([C@H](C)CO)C(=O)c2cc(NC(=O)CCCN(C)C)ccc2O[C@@H](C)CCCCO[C@H]1CN(C)CC1CCCCC1	·	1.2	0.1	·	12	·	·	-0.1
Cc1cccc([C@@H]2[C@@H]3C(=O)N(Cc4ccccc4)C(=O)[C@@H]3[C@]3(C)C(=O)N(c4cccc(F)c4)C(=O)N23)c1	-2	5.0	0.0	0	-13	-15	0	0.2
Cc1[nH]nc2c1C(c1ccc(N(C)C)cc1)C1=C(CC(C)(C)CC1=O)N2 (stereo not drawn)	1	1.5	0.0	3	4	-21	-1	2.4
COC(=O)c1ccc2nc(-c3ccc(Cl)cc3)c(Cc3ccccc3)n2c1	-1	-0.1	0.3	-9	18	-44	·	-0.1
CC(C)NC(=O)N(C)C[C@H]1Oc2ccc(NC(=O)C3CC3)cc2C(=O)N([C@@H](C)CO)C[C@@H]1C	-1	1.1	-1.3	-2	5	-4	1	-6.2
Cc1oc(-c2ccccc2Cl)nc1CS(=O)CC(=O)NCc1ccc2c(c1)OCO2 (stereo not drawn)	3	0.5	0.0	11	12	-10	-3	·
O=C(O)/C=C(\Oc1ccccc1)C1(O)CCCCC1	2	-0.3	-0.2	5	11	-9	10	-0.6
COC(=O)C1=C(C)N(C)C(=NCc2ccc(C(F)(F)F)cc2)NC1c1ccc(C(F)(F)F)cc1 (stereo not drawn)	3	1.0	0.2	-4	-5	-12	·	-0.4
COc1ccccc1-n1c(C)c(C(C)=O)c2cc(O)ccc21	1	3.7	0.0	3	-4	-7	-7	·
Cc1cc(C)nc(NCCCc2ccccc2)n1	-1	2.1	·	-3	7	-9	2	·
COC(=O)CCC(=O)Nc1nccs1	2	-3.2	0.2	5	0	-12	-8	-0.1
CC(C(=O)NC1CCCC1)N(c1ccc(Oc2ccccc2)cc1)S(C)(=O)=O (stereo not drawn)	0	-1.6	-0.2	·	11	-4	·	·
COc1ccc(NC(=O)Nc2ccon2)cc1OC	-1	2.5	-0.1	2	14	-10	-1	0.2
CC(CC(=O)Nc1ccc2c(c1)c(=O)n(C)n2Cc1ccc(F)cc1)c1ccccc1 (stereo not drawn)	-2	5.5	-0.1	-2	·	2	3	0.4
C[C@H]1CN([C@@H](C)CO)C(=O)c2cc(-c3cccnc3)cnc2O[C@@H]1CN(C)C(=O)c1ccccc1F	-3	-3.4	1.3	8	11	-11	4	0.5
COc1cc2c(cc1OC)CN(C(=O)c1cc(COc3ccccc3SC)on1)CC2	-3	3.3	0.1	0	·	-103	-14	-0.2
O=C(NCCS(=O)(=O)NC1CCCCC1)c1ccccc1	-4	-3.3	0.0	-4	5	-10	1	-3.2
Cc1ccc(-n2nc3c(=O)n(CC(=O)NCc4cccs4)nc(C)c3c2C)cc1	-2	-2.9	0.0	54*	10	7	5	-0.2
CSc1ccc(NC(=O)NCc2ccccc2)cc1	-1	-2.6	-0.1	17	17	-21	·	1.4
COc1ccc2c(c1)C(c1ccccc1)NC(=O)C2 (stereo not drawn)	3	2.1	0.3	-7	24	-13	-6	-0.1
Cc1[nH]c2ccccc2c1SCC(=O)N1CCN(c2ccccc2)CC1	4	-5.3	-0.1	12	-37	-8	-1	-0.6
O=C(O)C1CCCN1S(=O)(=O)c1ccc2c(c1)CCC2 (stereo not drawn)	0	0.0	·	-1	6	-7	-1	·
N#C[C@@H]1[C@H](c2ccc(C#CC3CCCC3)cc2)[C@@H](CO)N1S(=O)(=O)c1ccccc1	2	-2.4	-0.2	50*	-8	-7	-35	0.2
CC(=O)N/C(=C\c1ccccc1)C(=O)OCc1cc(C)ccc1C	-1	-0.1	0.3	7	-18	-27	-2	·
O=C(O)c1cccc(N(CCO)CCO)c1	2	-0.9	2.3	-1	9	-9	·	0.2
COc1ccc(NC(=O)c2cccc(N3C(=O)C4C5CCC(C5)C4C3=O)c2)cc1 (stereo not drawn)	-3	-0.3	0.0	10	24	9	5	-0.3
O=C(Cn1c(=O)c2c(ncn2Cc2ccccc2)n(Cc2ccccc2)c1=O)N1CCc2ccccc21	-4	-1.9	·	2	·	-1	1	·
COc1cccc(OCC(=O)NC2CCCCCC2)c1	0	2.9	0.0	-2	11	-5	4	·
CCCNC(=O)N1CC2(C1)[C@@H](c1ccccc1)[C@H](CO)N2C(=O)C1CCCC1	0	2.2	0.3	?	-7	-15	·	0.0
CCN(CC(=O)Nc1c(F)cccc1F)C(=O)CCc1nc2cc(S(=O)(=O)N3CCOCC3)ccc2n1C	2	-1.3	0.0	1	15	-9	·	0.3
Cc1ccc2nc(COC(=O)c3cnccn3)cc(=O)n2c1	4	-2.9	-0.5	-6	14	-11	3	·
CC(=O)Nc1ccc(SCC(=O)Nc2oc(C)c3c(C)n[nH]c(=O)c23)cc1	0	0.6	0.0	0	-37	-8	1	-0.3
COc1ccc(C(=S)N2CCN(c3ccccc3C)CC2)cc1OC	-1	-3.8	0.3	11	2	-2	2	0.2
CCc1ccc(S(=O)(=O)Nc2cc3c(cc2N2CCOCC2)n(C)c(=O)c(=O)n3C)cc1	5	-3.9	0.0	0	-2	-7	-3	·
C[C@H]1CN([C@@H](C)CO)C(=O)c2cccc(NC(=O)c3ccc(-c4nccs4)cc3)c2O[C@@H]1CN(C)S(=O)(=O)c1ccc(Cl)cc1	1	-1.5	-0.2	4	-4	-6	3	0.8
CNC(=O)CSc1nc2cccnc2n1C1CCCCC1	-1	-0.1	0.1	5	26	-8	0	-0.2
CCc1cccc(N(C(=O)c2csnn2)C(C(=O)NC2CCCC2)c2cccnc2)c1 (stereo not drawn)	-3	-1.1	0.3	-6	8	-5	-9	0.9
O=[N+]([O-])c1ccc2nc(-c3ccc(OC(F)F)cc3)cn2c1	6	-1.8	0.0	1	12	-16	·	·
Cc1cc(=O)oc2c(C)c(OCC(=O)NC3CC(C)(C)NC(C)(C)C3)ccc12	-5	-0.4	-0.1	0	-1	1	20	-1.6
COCCCNC(=S)Nc1ccc(N2CCCCC2)cc1	0	1.2	0.1	-1	-4	3	12	·
O=C1C(Cc2ccccc2)Nc2ncnc(N3CCOCC3)c2N1Cc1ccc(Br)cc1 (stereo not drawn)	1	-1.0	0.0	12	18	-26	-1&-10	-0.2
CCCc1cc(=O)oc2cc(C)cc(OCC(=O)NC3CC3)c12	-3	2.6	0.1	-2	11	2	5	·
Nc1ccc(S(=O)(=O)N2CCCC2)cc1	1	-0.9	0.0	0	6	-37	3	·
CC(=O)NC[C@H]1[C@@H](c2ccc(-c3cccnc3)cc2)[C@H](CO)N1C(=O)C1CCC1	·	0.7	-0.1	?	7	·	1	0.1
Cn1nnnc1SCC(=O)N1N=C(c2ccc(Cl)cc2)CC1c1ccco1 (stereo not drawn)	7	2.2	-0.7	-3	·	-8	-2	0.2
Cc1nn(C)c(NC(=O)c2ccc([N+](=O)[O-])cc2)c1Cl	0	-3.9	0.6	7	·	-6	·	·
C[C@@H]1CCCCO[C@H](CN(C)CC2CC2)[C@@H](C)CN([C@H](C)CO)C(=O)c2cc(NS(=O)(=O)c3ccccc3)ccc2O1	5	0.5	-0.1	-4	-2	-4	4	-0.5
Cc1cc(C)cc(C(=O)N(CCc2ccccc2)C2=CC3CCC(C2)N3C)c1 (stereo not drawn)	-3	1.8	0.1	-4	1	8	·	·
O=C(Nc1cc(F)ccc1F)N[C@H]1CC[C@H](CCn2cc(C3CC3)nn2)O[C@H]1CO	-2	-0.6	0.2	1	-2	-1	7	0.1
COc1ccc2c(CC(=O)OCC(=O)Nc3ccccc3[N+](=O)[O-])coc2c1	6	-0.8	0.1	2	0	-9	·	0.0
Cc1cc2c(cc1S(N)(=O)=O)S(=O)(=O)CCC2	3	0.1	-0.2	-6	·	-13	-5	0.6
CC(=O)c1ccc(NC(=O)C(C)Sc2nnc(C3CCCCC3)o2)cc1 (stereo not drawn)	-1	2.2	0.2	0	15	-21	·	0.2
O=C(C1CCCC1)N1CC(=O)N2[C@@H](CO)[C@@H](c3ccc(Br)cc3)[C@@H]2C1	4	1.3	0.1	3	-13	-4	·	-0.1
O=C(NC1CC1)c1ccc(-c2ccc3nccn3c2)cc1	-1	-0.7	0.0	6	-3	-16	-6	0.2
CC(Sc1nnc(-c2ccco2)n1C)C(=O)Nc1ccc(N2CCOCC2)cc1 (stereo not drawn)	3	0.1	0.0	-1	9	-9	9	·

More compounds
SMILES	Casp6 inh	F508del corr	XiGFP reactiv	DENV2 CPE	GSIS activator	RAD52 anneal inh	RAD54 branch	E-sel inducer
Cc1cccc(C)c1NC(=O)CN(C)C(=O)c1ccc2c(=O)n3c(nc2c1)CCC3	-5	0.9	0.0	0	-6	-2	-12	-0.2
CC(=O)N(C)C[C@@H]1Oc2cc(Br)ccc2S(=O)(=O)N([C@@H](C)CO)C[C@H]1C	0	-0.6	-0.9	6	2	2	7	-0.6
Cc1ccc(S(=O)(=O)Nc2cncnc2NS(=O)(=O)c2ccc(C)cc2)cc1	0	1.9	0.0	19	1	1	-1	·
CSc1nnc(N2C(=O)C(O)=C(C(=O)c3ccco3)C2c2cccc(Cl)c2)s1 (stereo not drawn)	21	-2.2	0.0	3	-4	-385	-5	·
CN1c2ccc(-c3cccc(F)c3)cc2[C@H]2[C@H](CCN2C(=O)c2ccccc2F)[C@@H]1CO	-2	0.1	0.0	-19	-5	-1	-7	-0.4
COc1ccc(C2CC(=O)c3cc(OC)c(OC)cc32)cc1OC (stereo not drawn)	-2	0.4	0.0	5	39	-9	-2	·
